# USP2a inh – inhibitors of human ubiquitin-specific protease USP2a; O75604; AID 927; actives 0.1% (n = 60,000); USP2a enzymatic assay, qHTS inhibition; Potency, µM (highest dose often 38.3 µM), inactives show top-dose activity change, negative = inhibition, usual class: inhibitors;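 further: potency means the concentration at half of the fitted maximal effect; nearly all actives have a fitted effect of over 60% in size; plate controls were DMSO for no effect and NEM full inhibition control for full effect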
# Target sequence (O75604 whole entry, looked up): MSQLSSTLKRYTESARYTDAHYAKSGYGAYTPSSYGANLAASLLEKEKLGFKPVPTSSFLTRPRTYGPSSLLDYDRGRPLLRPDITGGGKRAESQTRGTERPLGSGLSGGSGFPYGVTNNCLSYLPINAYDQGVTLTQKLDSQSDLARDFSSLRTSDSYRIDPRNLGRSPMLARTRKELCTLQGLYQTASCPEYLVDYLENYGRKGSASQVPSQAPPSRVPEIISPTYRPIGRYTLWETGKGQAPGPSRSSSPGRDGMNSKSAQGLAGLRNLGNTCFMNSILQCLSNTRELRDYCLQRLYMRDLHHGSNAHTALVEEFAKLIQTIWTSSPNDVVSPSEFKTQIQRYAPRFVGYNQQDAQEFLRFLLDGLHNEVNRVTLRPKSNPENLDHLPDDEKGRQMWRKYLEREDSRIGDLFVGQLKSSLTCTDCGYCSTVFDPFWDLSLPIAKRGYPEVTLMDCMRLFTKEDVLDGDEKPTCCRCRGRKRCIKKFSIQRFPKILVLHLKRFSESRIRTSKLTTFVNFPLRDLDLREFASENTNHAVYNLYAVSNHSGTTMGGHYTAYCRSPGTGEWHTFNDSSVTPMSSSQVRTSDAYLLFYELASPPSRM
#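 USP2 core (20nM final) preincubated 30 min RT with compound, then Ub-PLA2 20nM and NBD C6-HPC 20uM final added; buffer 20mM Tris-HCl pH 8.0, 2mM CaCl2. Fluorescence Ex 460/Em 535 read at 0 and 2.5 h; normalized to NEM.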
# Casp7 inh – caspase-7 (human) inhibition, allosteric or competitive; Potency, µM (series often up to 57.5 µM), without a hit: at the top dose activity change, negative = inhibition, hits mostly inhibitors; P55210; recombinant caspase-7, Ac-DEVD-AFC fluorescence rate; actives 0.02% (n = 75,000); active means well fitted inhibition curve with a large enough effect in the main read-out, with a control signal flat, not every such curve was filed as active; inconclusive means small, poorly fitted or top-dose-only effect, or a change in a side signal; further: potency means the concentration at half of the fitted maximal effect; % of control where 0% means no effect
# Rhodamine fluor – compound autofluorescence in rhodamine spectral region. Rhodamine-region fluorescence, 547/598 nm, Tris buffer; stronger effect = higher value. max dye-equivalent concentration, M. actives 0.05% (n = 59,000). AID 594; in the data active means max dye-equivalent concentration above about 11 nM; inconclusive means between about 1.1 nM and that limit
#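 Compound fluorescence in 100 mM Tris, pH 8.0, read after 15 min at room temperature with 547 nm excitation and 598 nm emission. Output is dye-equivalent concentration from an on-plate rhodamine standard series.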
# Texas Red fluor – compounds fluorescent in Texas Red spectral region; Compound fluorescence, Texas Red channel, 547/618 nm; stronger effect = higher value; max dye-equivalent concentration, M; actives 0.06% (n = 59,000); AID 587; in the data active means max dye-equivalent concentration above about 10 nM; inconclusive means between about 1.1 nM and that limit
#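 Compound titrations in 100 mM Tris pH 8.0 were incubated 15 min at room temperature and read at 547 nm excitation / 618 nm emission. Texas Red six-point standard curve on each plate converted fluorescence to dye-equivalent concentration.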
# Fluorescein fluor – compound fluoresces in the fluorescein spectral region. Compound autofluorescence, 480/540 nm, fluorescein-equivalent; stronger effect = higher value. max fluorescein-equivalent concentration, M. actives 0.91% (n = 59,000). AID 593; in the data active means max fluorescein-equivalent concentration above about 10 nM; inconclusive means between about 1.1 nM and that limit
#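 Autofluorescence profiling; 100 mM Tris, pH 8.0; incubation 15 min at RT; ex/em 480/540 nm; result as fluorescein-equivalent concentration.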
# HADH2 inh – blocks human hydroxyacyl-CoA dehydrogenase type II. recombinant HADH2, NADH fluorescence, beta-hydroxybutyryl-CoA. actives 3.4% (n = 73,000). Potency, µM (highest dose often 57.1 µM), for the others: top-dose activity change, negative = inhibition, most hits filed as inhibitors. Q99714; further: potency means the concentration at half of the fitted maximal effect; on the % scale 0 is the no-effect control and ±100 the full control effect; nearly all actives have a fitted effect of over 60% in size; many of its hits are not listed in these tables
#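 Read-out: 360 nm excitation, 450 nm emission, kinetic over 4 min. Conditions: His-tagged human HADH2 20 nM, pH 9.0 Tris with Tween-20, 1 mM NAD+, 90 uM beta-hydroxybutyryl-CoA.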
# Caspase-1 inhib – caspase-1 (human) inhibition, allosteric or competitive; Potency, µM (top dose mostly 57.5 µM), without a hit: at the top dose activity change, negative = inhibition, hits mostly inhibitors; P29466; Caspase-1 enzyme, Ac-WEHD-AFC fluorogenic rate; actives 0.03% (n = 75,000);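 further: potency means the concentration at half of the fitted maximal effect; plate controls were vehicle for no effect and no substrate for full effect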
# Target sequence (P29466 120-297 limits assumed): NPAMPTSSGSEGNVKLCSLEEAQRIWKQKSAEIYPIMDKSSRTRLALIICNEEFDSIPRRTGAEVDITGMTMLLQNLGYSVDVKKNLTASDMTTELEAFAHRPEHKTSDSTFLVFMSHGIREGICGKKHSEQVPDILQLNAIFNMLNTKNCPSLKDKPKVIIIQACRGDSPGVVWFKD
# Target sequence (P29466 317-404 limits assumed): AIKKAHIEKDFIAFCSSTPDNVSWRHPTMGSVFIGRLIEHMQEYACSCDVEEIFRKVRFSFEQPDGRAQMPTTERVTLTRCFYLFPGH
# HEK293 cAMP ctrl – raises cAMP in parental HEK293 cells, TSHR agonist counter-screen. parental HEK293 CNG cAMP sensor, membrane potential fluorescence. Potency, µM (series often up to 57.1 µM), inactives show at the highest dose activation, actives largely listed as activators. actives 2.5% (n = 73,000); further: potency means the concentration at half of the fitted maximal effect; % of control where 0% means no effect; nearly all actives have a fitted effect of over 55% in size
#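 Counterscreen for endogenous-receptor signalling: CNG-channel HEK 293 cells report cAMP rise by membrane depolarization. After 60 min dye equilibration with 100 uM RO 20-1724, compounds incubated 30 min before bottom-read fluorescence at 590 nm.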
# ERK AVP inh – vasopressin-driven ERK pathway inhibition; HEK293-V1b, vasopressin-stimulated pERK AlphaScreen; Potency, µM (titrated, usually from 57.5 µM), for the others: top-dose activity, negative = inhibition, actives largely listed as inhibitors; actives 0.99% (n = 72,000); AID 995; further: potency means the concentration at half of the fitted maximal effect; on the % scale 0 is the no-effect control and ±100 the full control effect; nearly all actives have a fitted effect of over 55% in size
#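 HEK293 cells stably expressing V1b receptor, seeded overnight in 1% FBS, were treated with compounds for 30 min at 37C, then stimulated 5 min with 25 nM vasopressin; phospho-ERK read by AlphaScreen SureFire after lysis.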
# FLuc inh – blocks Photinus pyralis firefly luciferase activity; P08659; purified firefly luciferase, luminescence, 8 min; Potency, µM (highest dose often 57.1 µM), for inactives: top-dose activity change, negative = inhibition, most hits filed as inhibitors; actives 2.2% (n = 72,000); further: potency means the concentration at half of the fitted maximal effect; on the % scale 0 is the no-effect control and ±100 the full control effect; nearly all actives have a fitted effect of over 40% in size
#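 Titration-based qHTS; buffer 50 mM imidazole pH 7.2, 50 mM KCl, 7 mM MgCl2, 10 uM ATP, 0.01% Tween 20, 0.05% BSA; luciferase/luciferin detector mix added after compound; 8 min, ambient; luminescence.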
# Numbers without * were called inactive; i = inactive; ? = inconclusive; · = not tested or not shown; [ ] = remark or other dose. Unless noted, the call rests on the fitted dose curve; in most records, active means well fitted curve in the direction sought with a large enough effect; inconclusive means small, poorly fitted or top-dose-only effect, or another doubt; inactive means no such curve, though single readings can be large; an effect the other way counts as inactive or inconclusive. Only part of the results is shown; count on the stated rates, not on these rows.
SMILES,USP2a inh,Casp7 inh,Rhodamine fluor,Texas Red fluor,Fluorescein fluor,HADH2 inh,Caspase-1 inhib,HEK293 cAMP ctrl,ERK AVP inh,FLuc inh
COc1ccc(CC2NCC(O)C2OC(C)=O)cc1 (stereo unspecified),·,1%,·,·,·,·,2%,·,·,·
C=CCn1c(O)c(C=Nc2ccc(N(CC)CC)cc2)c(=O)[nH]c1=O,·,·,i,i,1.4e-08M*,·,·,·,·,-3%[25.5 µM]
CC(C)(C)OC(=O)c1c(N)n(Cc2ccco2)c2nc3ccccc3nc12,·,·,i,i,2.8e-08M*,·,·,·,·,-10%[25.5 µM]
COc1ccc(Cn2c(O)c(C=NCCN3CCOCC3)c(=O)[nH]c2=O)cc1,·,·,i,i,i,·,·,·,·,2%[25.5 µM]
C=CCOC(=O)C1=C(C)OC(N)=C(C#N)C12C(=O)N(CN1CCOCC1)c1ccccc12 (stereo unspecified),·,·,i,i,?,·,·,·,·,1%[25.5 µM]
C#CCN(C)C(C)Cc1ccccc1 (stereo unspecified),·,·,i,i,i,·,·,·,·,-1%[25.5 µM]
O=c1[nH]c(=O)n(CCc2ccccc2)c(O)c1C=NCCN1CCNCC1,·,·,i,?,i,·,·,·,·,1%[25.5 µM]
CN1CCc2nc3sc(C#N)c(N)c3c(-c3cccs3)c2C1,·,·,i,i,?,·,·,·,·,-7%[25.5 µM]
CNCCc1nc(N)n[nH]1,·,·,i,i,i,·,·,·,·,0%[25.5 µM]
COc1ccc(C2SCC(=O)Nc3c2c(=O)[nH]n3C2CCCCC2)cc1 (stereo unspecified),·,·,i,i,i,·,·,·,·,2%[25.5 µM]
CN(C)CCc1nn[nH]n1,·,·,i,i,i,·,·,·,·,2%[25.5 µM]
C/C(Cl)=C/CC1(CN2CCCC2=O)C(=O)NC(=O)NC1=O,·,·,i,i,?,·,·,·,·,0%[25.5 µM]
CCN(CC)CCN=Cc1c(O)n(CCc2ccccc2)c(=O)[nH]c1=O,·,·,i,i,?,·,·,·,·,2%[25.5 µM]
C=CCOC(=O)C1=C(C)OC(N)=C(C#N)[C@@]12C(=O)N(CC(N)=O)c1ccccc12,·,·,i,i,?,·,·,·,·,2%[25.5 µM]
O=c1[nH]c(=O)n(-c2cccc3ccccc23)c(O)c1C=NCCCn1ccnc1,·,·,i,i,i,·,·,·,·,1%[25.5 µM]
CN1[C@@H]2CC[C@H]1CC(OC(=O)C1C=Nc3ccccc31)C2 (stereo partly specified),·,·,i,i,i,·,·,·,·,-7%[25.5 µM]
CCCCNC(=O)Nc1ccc(C(O)(C(=O)OC)C(F)(F)F)cc1 (stereo unspecified),·,·,i,i,i,·,·,·,·,-6%[25.5 µM]
CC1(C)CC(=O)C(C=NCCN2CCN(C(=O)Cc3ccc(F)cc3)CC2)=C(O)C1,·,·,i,i,i,·,·,·,·,2%[25.5 µM]
CCCc1nc2ccccc2c(=O)n1-c1ccccc1OC,·,·,i,i,i,·,·,·,·,-2%[25.5 µM]
O=c1c(C=NCCN2CCNCC2)c(O)n(C2CCCCC2)c(=O)n1C1CCCCC1,·,·,i,i,i,·,·,·,·,1%[25.5 µM]
CCN(CC)CCCNC(=O)c1c(O)c2ccccc2n(Cc2ccccc2)c1=O,·,·,i,i,?,·,·,·,·,1%[25.5 µM]
CCOC(=O)C1=C(C)OC(N)=C(C(=O)OCC)[C@@]12C(=O)N(CC(N)=O)c1ccccc12,·,·,i,i,?,·,·,·,·,3%[25.5 µM]
CCC(=NCCN1CCCCC1)c1c(O)n(C)c(=O)n(C)c1=O,·,·,i,i,i,·,·,·,·,3%[25.5 µM]
CCCCCCn1c(O)c(C=NCCN2CCCCC2)c(=O)[nH]c1=O,·,·,i,i,i,·,·,·,·,2%[25.5 µM]
CN1CC=C2C(C#N)=C(N)C(C#N)(C#N)C(c3ccncc3)C2C1 (stereo unspecified),·,·,i,?,4.2e-08M*,·,·,·,·,-6%[25.5 µM]

# New compounds follow:
SMILES,USP2a inh,Casp7 inh,Rhodamine fluor,Texas Red fluor,Fluorescein fluor,HADH2 inh,Caspase-1 inhib,HEK293 cAMP ctrl,ERK AVP inh,FLuc inh
COCCOC(=O)c1c(N)n(Cc2ccco2)c2nc3ccccc3nc12,·,·,i,i,4.3e-08M*,·,·,·,·,-8%[25.5 µM]
CCCCc1nc(N2CCNCC2)c(C#N)c2c1CSC(C)(C)C2,·,·,i,i,i,·,·,·,·,1%[25.5 µM]
[N-]=[N+]=CC(=O)OC[C@H](N)C(=O)O,·,·,i,i,?,·,·,·,·,0%[25.5 µM]
CCCN(CC#CCO)CCC,·,·,i,?,i,·,·,·,·,0%[25.5 µM]
COC(C)C(O)(C(=O)OC1=CCN2CC[C@H](O)[C@H]12)C(C)C (stereo partly specified),·,0%,·,·,·,·,1%,·,3%,·
CC(C)(O)[C@@H]1C2OC(=O)[C@@H]1[C@]1(O)C[C@H]3O[C@]34C(=O)O[C@H]2[C@]14C,·,-3%,·,·,·,·,-2%,·,19%,·
O=CN1CC2CC(C1)c1cccc(=O)n1C2 (stereo unspecified),·,-2%,·,·,·,·,-1%,·,14%,·
CN1CC[C@@]2(C)c3cc(O)ccc3N(C)[C@@H]12,·,-1%,·,·,·,·,-11%,·,-6%,·
CC1CC[C@@]2(OC1)O[C@@H]1[C@@H](O)[C@H]3C4CC[C@H]5C[C@@H](O[C@@H]6O[C@H](CO)[C@H](O[C@@H]7O[C@H](CO)[C@@H](O)[C@H](O[C@@H]8OC[C@@H](O)[C@H](O)[C@H]8O)[C@H]7O[C@@H]7O[C@H](CO)[C@@H](O)[C@H](O[C@@H]8O[C@H](CO)[C@@H](O)[C@H](O)[C@H]8O)[C@H]7O)[C@H](O)[C@H]6O)[C@H](O)C[C@]5(C)C4CC[C@]3(C)[C@H]1[C@@H]2C (stereo partly specified),·,1%,·,·,·,·,-4%,·,40µM*,·
CN1C[C@@H](CO)C=C2c3cccc4[nH]cc(c34)CC21 (stereo partly specified),·,-12%,·,·,·,·,-10%,·,-7%,·
CCc1ccc(C(=O)NN(C(=O)c2cc(C)cc(C)c2)C(C)(C)C)cc1,·,-3%,·,·,·,·,-1%,·,-22%,·
CC1CCC2C(C)C(=O)OC3OC4(C)CCC1C32OO4 (stereo unspecified),·,-2%,·,·,·,·,0%,·,9%,·
CN1CCc2cc3c(cc2C1C1OC(=O)c2c1ccc1c2OCO1)OCO3 (stereo unspecified),·,-2%,·,·,·,·,-5%,·,-28%,·
COC(=O)[C@H]1C[C@H]2CC[C@H](O)C[C@H]2N1CC1CC1,·,-3%,·,·,·,·,1%,·,10%,·
C[C@]12CC[C@H](O)CC1=CCC1C2CC[C@]2(C)C(=O)CC[C@@H]12 (stereo partly specified),·,-1%,·,·,·,·,3%,·,-3%,·
CC(=O)Nc1ccc(S(=O)(=O)NC(CC(=O)N2CCC3(CC2)OCCO3)C(C)C)cc1 (stereo unspecified),·,1%,·,·,·,4%,0%,-14%,·,·
CCN1CCN(Cc2ccccc2C)CC1,·,1%,·,·,·,1%,-1%,-18%,·,·
CCOC(=O)C1SC2(C(F)(F)C(F)F)CC1(O)c1c(c(OC)c3occc3c1OC)O2 (stereo unspecified),·,-3%,·,·,·,-1%,-6%,19%,·,·
O=C(c1cc2c(s1)-c1ccccc1OC2)N1CCC2(CC1)OCCO2,·,-17%,·,·,·,32µM*,-13%,3%,·,·
COc1ccc(C2SCC(=O)Nc3c2c(=O)[nH]n3C2CCCCCC2)cc1OC (stereo unspecified),·,0%,·,·,·,-2%,-2%,-1%,·,·
Cn1cccc1CN1CCN(C(=O)COc2ccccc2)CC1,·,-3%,·,·,·,2%,1%,-3%,·,·
Cc1nc2ccccc2c(=O)n1-c1ccc(F)cc1,·,1%,·,·,·,8%,2%,-8%,·,·
COc1ccccc1N1CCN(Cc2ccccc2F)CC1,·,1%,·,·,·,4%,-2%,-10%,·,·
COc1cc(C)c(CN2CCN(c3ccccc3)CC2)cc1C,·,-1%,·,·,·,1%,-4%,20%,·,·
COc1cc2occc2c2oc(=O)ccc12,-6%,1%,·,·,·,·,-1%,·,-20%,·
CC(C)CCCC1(C)C=Cc2c(O)c3c(c(CCC(C)C)c2O1)OC12C(CC4CC1C(C)(C)OC2(CCC(C)C(=O)O)C4O)C3=O (stereo unspecified),39%[activator],-14%,·,·,·,·,-6%,·,28%,·
CNC(=O)Oc1cccc2c1OC(C)(C)C2,-1%,1%,·,·,·,·,3%,·,-16%,·
C#CCOS(=O)OC1CCCCC1Oc1ccc(C(C)(C)C)cc1 (stereo unspecified),1%,1%,·,·,·,·,1%,·,-20%,·
CC(=O)Oc1c2c(c(CC=C(C)C)c3c1C(=O)C1=CC4CC5C(C)(C)OC(C/C=C(\C)C(=O)O)(C4=O)[C@]15O3)OC(C)(CCC=C(C)C)C=C2 (stereo partly specified),55%[activator],?,·,·,·,·,-12%,·,6.3µM*,·

# Screening results from PubChem.
